Screening data (PubChem BioAssay)
XiGFP reactiv – reactivates the inactive X chromosome in mouse fibroblasts; XiGFP mouse fibroblasts, % GFP-positive cells imaging, 3 d; cells co-treated with 5-aza-dC sensitizer; scaled so ellipticine positive control = 100%; activation, % at 7.58 µM; 360,000 compounds, 0.055% hits; AID 743238;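 active = mean normalized replicate activation at least 10% and every replicate at or above 10%; inconclusive = only one of the two criteria met; inactive = mean below 10% and not all replicates reach 10%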;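 also: 0% = median of on-plate neutral control wells and 100% = ellipticine 6 µM median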
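System: SV40-immortalized XiGFP fibroblast cells, line 68-5-11 / Incubation: 3-day compound exposure, then 15 min fixation at room temperature / Compound: single concentration per compound, delivered by pin transfer / Buffer or medium: DMEM plus 5-aza-dC sensitizer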
ERp5 inh – inhibitors of human ERp5 | ERp5 insulin aggregation, absorbance 650 nm, 90 min | Q15084 | inhibition, % at 9.99 µM | 350,000 compounds, 0.05% hits;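 active = mean replicate inhibition above about 25%, with every replicate also reaching it, limit read from the data, passing the limit was not always enough; inconclusive = only one of those two criteria met; inactive = neither criterion met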
Target sequence (Q15084 whole entry, looked up): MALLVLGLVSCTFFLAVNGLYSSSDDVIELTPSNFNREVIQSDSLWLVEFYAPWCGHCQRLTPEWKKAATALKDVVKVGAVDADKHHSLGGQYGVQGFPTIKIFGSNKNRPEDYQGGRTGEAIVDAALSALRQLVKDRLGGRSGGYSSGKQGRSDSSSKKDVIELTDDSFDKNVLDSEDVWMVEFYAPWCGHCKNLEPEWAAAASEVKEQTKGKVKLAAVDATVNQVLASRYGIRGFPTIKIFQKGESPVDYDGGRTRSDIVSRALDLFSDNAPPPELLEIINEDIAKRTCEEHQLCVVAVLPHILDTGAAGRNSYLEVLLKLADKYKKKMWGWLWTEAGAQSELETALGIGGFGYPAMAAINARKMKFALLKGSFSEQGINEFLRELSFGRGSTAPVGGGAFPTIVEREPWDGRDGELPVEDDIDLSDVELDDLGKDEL
PAX8 inh HTS – lowers PAX8-driven luciferase in RMG-I cells | inhibition, % at 12.6 µM | 360,000 compounds, 1.2% hits | AID 652154 | RMG-I TPO-luciferase reporter, SteadyGlo, 24 h;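 active = mean replicate inhibition at least 60% with every replicate also reaching 60%; inconclusive = only one of the two criteria is met; inactive = mean below 60% and not all replicates reaching 60%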;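 also: luciferase light reporting Pax8 driven TPO promoter activity; plate controls were median of neutral control wells for no effect and mitoxantrone controls for full effect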
ARNT TACC3 PPI – disruptors of human ARNT/TACC3 interaction; Q9Y6A5; AlphaScreen His-ARNT PAS-B/GST-TACC3 binding, luminescence; TACC3 fragment carries E629A point mutation; inhibition, % at 9.99 µM; 390,000 compounds, 0.66% hits; AID 623870;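 active = mean inhibition of replicates at least 50% and at least half of replicates each reaching 50%; inconclusive = half or more replicates reach 50% but mean below 50%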;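 also: 0% = complete ARNT plus TACC3 wells and 100% = ARNT alone without TACC3; many hits fall short of the cut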
DENV2 CPE – inhibitors of DENV2 cytopathic effect; DENV2-infected cells, cytopathic effect rescue, plate reader; 350,000 compounds, 1.7% hits; AID 651640; CPE inhibition, % at 9.99 µM; in the data active = CPE inhibition above about 20%, passing the limit was not always enough; inconclusive = no clear call, values can overlap the other calls; tested in BHK-21 cells;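 also: 0% = median of neutral control wells and 100% = median of positive control wells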
INS-1E GSIS act – GLuc luminescence reporter in INS-1E cells, primary screen for activators of glucose-dependent secretion of insulin. INS-1E GLuc reporter insulin secretion, 2-3 h. activation, % at 16.6 µM. 370,000 compounds, 0.61% hits. AID 743287;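 active = lowest replicate activation of at least 40%, so every replicate reaches that level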;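 also: 0% = median of neutral control wells and 100% = median of IBMX positive control wells; some compounds called inactive have numbers as strong as hits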
EWS-Fli block – inhibitors of EWS/Fli oncoprotein transcriptional activity; inhibition, % at 12.6 µM; 350,000 compounds, 0.67% hits; A673 NR0B1-luciferase reporter, viability-normalised; AID 651661;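 active = mean inhibition of at least 50% after viability correction, with every replicate also passing that limit; inconclusive = mean reaches 50% but only one of two replicates passes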;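 also: firefly luciferase signal divided by Alamar Blue viability fluorescence both relative to DMSO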
CFTR F508del cor – correctors of CFTR F508del function in bronchial epithelial cells. CFBE cells, YFP halide quenching; stimulated with forskolin plus potentiator P3; % fluorescence drop versus neutral controls. activity (quench increase), % at 7.58 µM. 350,000 compounds, 0.36% hits;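 active = mean added fluorescence quench of at least 8% versus neutral control, with both replicates also reaching 8%; inconclusive = only one of the mean or replicate conditions met; inactive = mean below 8% and not both replicates reaching 8%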;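 also: cells transiently co-express mutant CFTR-F508del with the halide-sensitive YFP; corrector assay measuring rescue of mutant channel to the surface after 24 h compound exposure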
Starred values were filed as active, the others as inactive; u = inconclusive; x = not tested or not shown; & = joins results of further samples. Random draw from the library; about 4.2% have a hit in one of these screens.

mol	XiGFP reactiv	ERp5 inh	PAX8 inh HTS	ARNT TACC3 PPI	DENV2 CPE	INS-1E GSIS act	EWS-Fli block	CFTR F508del cor
O=C1CC(O)(C(F)(F)F)Oc2c1ccc1ccccc21 (stereo not drawn)	x	10	x	11	-3	-27	2	-1.3
O=C(O)COCC(=O)N1CCN(C2c3ccccc3-c3ccccc32)CC1	0.3	-2	-19	-2	4	-19	6	-0.7
Clc1ccc(CN2CCCCCC2)cc1Cl	0.0	-1	-3	3	-2	13	12	-1.6
Cc1ccc(S(=O)(=O)N[C@H]2CC[C@H](CCNS(=O)(=O)Cc3ccccc3)O[C@H]2CO)cc1	0.4&-0.6	2	-2	-3	11	-4&-5	-1	-0.4
C[C@H]1CCCCO[C@H](CN(C)C(=O)NC2CCCCC2)[C@@H](C)CN([C@@H](C)CO)C(=O)c2cc(NS(=O)(=O)c3ccccc3)ccc2O1	0.3	-7	-7	20	0	-16	-1	-4.1
COc1ccc(S(=O)(=O)N(C)C[C@@H]2Oc3ccc(N(C)C)cc3C(=O)N([C@@H](C)CO)C[C@H]2C)cc1	0.2	0	5	-2	-1	9	-2	1.8
Cc1cccc(-c2noc(CCCC(=O)NC3CCCC3)n2)c1	0.2	0	-65	-1	1	0	5	2.4
COc1ccc(C(=O)C2CCCN(S(=O)(=O)C(C)C)C2)c(C)c1 (stereo not drawn)	0.0	4	4	-4	-5	-1	2	-1.8
O=C1CN(Cc2ccc(F)cc2)C[C@@H]2[C@H](c3ccc(-c4ccccc4)cc3)[C@H](CO)N12	0.0	-3	-19	x	u	-3	16	-2.9
COc1ccccc1N1CCN(/N=C/c2cccc(OC)c2OC)CC1	-0.1	3	-12	16	17	-4	-30	2.1
O=C(COC(=O)COc1ccc(Br)cc1)NCc1ccc2c(c1)OCO2	0.0	3	-6	-3	-5	18	5	-0.8
CCC(CC)c1nnc(NC(=O)c2ccco2)s1	0.1	2	-20	2	-2	11	-8	-0.1
CCC(C)[C@H](NC(=O)[C@H](Cc1ccccc1)n1c(=O)[nH]c2ccccc2c1=O)C(=O)N1CCC[C@@H]1C(=O)O (stereo partly drawn)	x	9	x	x	u	x	-1	0.5
CCCCNC(=O)C1C(c2ccc(OC)cc2)=Nc2ccccc2N1C(=O)c1cccnc1 (stereo not drawn)	-0.1	5	20	x	-2	25	-4	-2.0
CCC(=O)N(C)C[C@H]1Oc2cc(C#CCN(C)C)ccc2S(=O)(=O)N([C@@H](C)CO)C[C@@H]1C	-0.4	0	x	-5	2	23	-2	2.4
Cc1ccc(S(=O)(=O)Nc2cccc3c2O[C@@H](CN(C)S(=O)(=O)c2ccc(C)cc2)[C@@H](C)CN([C@@H](C)CO)C3=O)cc1	0.1	1	18	8	-7	-1	-2	1.3
O=C(Nc1ccc(Cl)cc1Cl)NC1CCCC1	0.1	1	-55	x	0	6	-34	x
CCc1cc2c(=O)n(Cc3ccco3)c(SCC(=O)N(C)C3CCS(=O)(=O)C3)nc2s1 (stereo not drawn)	0.0	1	15	6	-1	x	8	-0.4
CCc1sc(C(=O)NCc2ccccc2)cc1C	0.3	11	-9	3	-1	7	-9	2.2
O=C(OCc1cc(=O)n2ccsc2n1)c1ccccc1O	0.1	-2	x	-7	-3	x	-9	-0.5
C=CCNC(=S)N/N=C/c1ccc(OCc2ccccc2)cc1	0.2	1	-4	1	-1	-1	7	-2.2
O=C(COc1ccccc1Cl)Nc1nnc(S(=O)(=O)N2CCCCCC2)s1	0.4	-6	9	17	u	x	8	-1.7
CNC[C@H]1Oc2cc(-c3cccnc3)ccc2S(=O)(=O)N([C@@H](C)CO)C[C@@H]1C	0.0	2	-16	-2	2	20	0	0.7
COC(=O)N/N=C/c1ccc(-c2cccc(Cl)c2)o1	0.0	x	-43	13	x	8	x	x
CN1C[C@@H]2[C@@H]3C(=O)N(C)C(=O)[C@@H]3[C@](Cc3ccccc3)(C1=O)N2C(=O)c1ccc(F)cc1	0.0	-6	-3	-2	u	x	-5	7.4
CCOC(=O)[C@@H]1[C@H]2COc3ccc(Br)cc3[C@@H]2N2C(=O)N(c3ccccc3)C(=O)[C@@]12C	0.0	2	-22	-6	-6	-5	6	0.8
CC(C)OP(=O)(c1ccc(N(C)C)cc1)C(O)c1ccc(C(C)C)cc1 (stereo not drawn)	0.2	1	-13	6	1	-14	2	0.7
O=C(Nc1ccccc1C(=O)NCc1cccnc1)c1ccccc1Cl	0.0	-3	7	-2	64*	19	x	0.2
CN(C)C1=NCCN1CCCC1CCCC1	0.0	2	-6	-3	-4	10	6	1.1
CSCCC(C(=O)NC(C)(C)C)n1c(-c2ccccc2)nc2ccccc21 (stereo not drawn)	-0.1	5	-11	x	0	-1	-4	-1.6
O=C(OCC(=O)N1CCOCC1)c1ccccc1OCc1ccccc1Cl	0.1	-3	-14	-6	7	x	-1	-1.0
CN(C)CCCNC(=O)/C=C/c1ccc2c(c1)OCO2	0.0	x	-4	x	x	-3	1	-1.7
COc1cc(C(C)=O)ccc1OCC(=O)NCC(c1ccc(F)cc1)N1CCOCC1 (stereo not drawn)	-0.1	5	4	3	u	-5	3	2.3
NC(=O)c1nsc(C(=O)N(c2ccccc2)C(C(=O)NC2CCCC2)c2ccncc2)c1N (stereo not drawn)	0.0	-2	6	-34	1	0	3	4.6
COc1ccccc1NC(=O)N1CCCCN2[C@H](CO)[C@@H](c3ccc(-c4cccc(C#N)c4)cc3)[C@@H]2C1	0.0	-7	42	10	7	8	6	0.2
CC(C)CNC(=S)N1CCC(c2nc(-c3ccc(F)cc3)no2)CC1	-0.1	6	13	10	2	-11	18	2.6
Cc1ccc(C)c(OC(=O)c2cccc(S(=O)(=O)N3CCN(C)CC3)c2)c1	0.2	-2	-2	3	u	-15	x	-2.0
COc1ccc2c3c(n(C)c2c1)[C@@H](CO)NCC31CCN(Cc2cc(F)ccc2F)CC1	0.0	0	28	x	-22	-2	-2	2.3
CCc1ccc(N2CC(C(=O)NCCC3=CCCCC3)CC2=O)cc1 (stereo not drawn)	0.2	-9	-5	-3	0	0	-5	-1.1
CSc1ncccc1C(=O)OC(C)C(=O)Nc1ccc2c(c1)OCCO2 (stereo not drawn)	-0.1	-3	-2	x	1	22	-2	3.7
Cc1ccc(S(=O)(=O)N(C)C)cc1NC(=S)NC(C)CCC(C)C (stereo not drawn)	0.0	x	7	-3	x	-17	x	x
O=C(NCC1CC1)c1ccc(-c2cn[nH]c2)c2ccoc12	-0.1	-3	-87	x	-3	x	-29	2.4
CN(CC(=O)Nc1ccc(F)cc1)C(=O)c1cc(-c2ccco2)nc2ccccc12	0.0	4	22	0	15	-6	-2	0.7
Cc1ccc(C)c2c1sc(=NC(=O)CN1C(=O)CCC1=O)n2C	0.1	5	-2	-5	7	-27	8	-1.6
Cc1c(NC(=O)C(=O)/C=C(/O)c2ccccc2)c(=O)n(-c2ccccc2)n1C	0.0	-7	2	0	1	-5	11	0.7
CCCNC(=O)N[C@@H]1CC[C@@H](CCn2cc(C3CCCCC3)nn2)O[C@H]1CO	-0.2	3	-12	-14	-10	9	-8	-0.7
COc1ccc(C(=O)C2CCCN(C(=O)CCC3=NNC(=O)CC3)C2)c(C)c1 (stereo not drawn)	0.0	-10	1	-6	-4	0	3	-1.2
COc1ccc(CCN(C)CC(O)COc2ccc(C(C)=O)cc2OC)cc1OC (stereo not drawn)	0.1	-1	6	-4	-1	-7	6	-2.4
C[C@@H]1CN([C@@H](C)CO)C(=O)c2ccccc2-c2ccccc2CO[C@@H]1CN(C)Cc1ccc(Cl)c(Cl)c1	0.4&-0.1	5	71*	x	-1	-34&-14	3	2.2
COc1cccc(N(CC(=O)NCC2CCCO2)C(=O)CCC(=O)Nc2nccs2)c1 (stereo not drawn)	0.0	2	-8	2	-1	-6	-1	2.3

Next compounds.
mol	XiGFP reactiv	ERp5 inh	PAX8 inh HTS	ARNT TACC3 PPI	DENV2 CPE	INS-1E GSIS act	EWS-Fli block	CFTR F508del cor
Cc1ccc(NC(=O)CSc2nnc(CNC(=O)c3cccs3)o2)cc1	0.3	0	6	-1	-11	-4	2	-0.3
COc1cc(C(=O)NCCCn2ccnc2)cc(OC)c1OC	0.0	-5	-13	x	-1	0	-15	0.3
COc1ccc(N(Cc2cc3ccccc3[nH]c2=O)S(C)(=O)=O)cc1	0.4	x	-4	0	x	11	x	x
COc1ccc(-c2ccc([C@H]3[C@H](CO)N4CCCCN(CC5CCOCC5)C[C@@H]34)cc2)cc1	0.0	3	-13	3	u	-7	-21	-0.3
CCOC(=O)c1cc(C(=O)c2cc(Cl)ccc2O)coc1=N	0.0	4	-8	0	2	-1	2	1.6
C[C@@H]1CN([C@H](C)CO)C(=O)c2cc(NC(=O)Nc3ccccc3)ccc2O[C@@H](C)CCCCO[C@H]1CN(C)Cc1ccc2c(c1)OCO2	0.0	-2	4	11	-4	-33	10	1.1
COc1ccc(Cl)cc1Nc1nc2ccc(C)cc2n2cnnc12	0.1	0	-3	1	9	-18	9	-3.7
O=C(c1ccc2c(c1)OCO2)N1CCCCN2[C@H](C1)[C@@H](c1ccc(-c3ccccc3)cc1)[C@@H]2CO	0.1	1	23	-4	13	-5	x	-1.8
CN(C)c1ccc(Nc2cc(Cl)ncn2)cc1	0.0	-2	-50	6	1	2	-71	2.5
Cc1noc(C)c1CSCC(=O)N(C)CC(=O)Nc1ccc(Cl)c(Cl)c1	0.1	5	10	7	-6	-19	-12	-4.2
COc1ccc(COc2cc(-c3cccc(OC)c3)nc3ccc(NC(C)=O)cc23)cc1	-0.1	7	9	2	-4	-1	-11	1.3
COC(=O)[C@]12CCCCC=C1N(Cc1ccco1)C(=O)[C@H](CC(=O)NCc1cccc3ccccc13)C2	0.0	-6	19	x	2	-16	4	1.6
COc1ccc(CCNC(=O)c2coc(=O)c(Br)c2)cc1	0.0	8	-16	x	-6	-20	27	0.8
COc1cccc(CC(=O)OCC(=O)NC2(C#N)CCCCC2)c1	0.2	2	-3	0	1	21	-4	-0.5
CCCCC(=O)NC(c1cccs1)c1cc(Cl)c2cccnc2c1O (stereo not drawn)	-0.1	5	u	4	-3	-4	39	-2.5
CC(=O)c1ccc(N2CCN(C(=O)c3cc(-c4cccnc4)nc4ccc(Br)cc34)CC2)cc1	0.2	2	26	-5	3	4	-34	3.4
COc1cccc(C(=O)Nc2cccc(C(C)=O)c2)c1	-0.1	4	-15	-3	-20	x	-70	-5.3
COc1ccccc1NC(=O)/C=C/c1ccc(OC)c(S(=O)(=O)N2CCOCC2)c1	0.3	-1	9	3	0	12	-4	1.2
O=C(Nc1ccc(OCC(=O)N2CCOCC2)cc1)c1cccc(Cl)c1	-0.1	0	-36	-8	-1	7	-32	-3.0
N=C1C(c2ccccc2)=C(O)CN1c1cccc(S(=O)(=O)NCc2ccco2)c1	0.3	2	2	-1	1	6	4	2.5
